Screening results (PubChem)
L major viab – inhibitors of Leishmania major promastigote growth. Leishmania major promastigotes, resazurin fluorescence viability. inhibition, % at 10 µM. hit rate 9% among 200,000; in the data active means inhibition above about 50%;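 further: promastigotes grown with compound for 44 hours at 28 °C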
bIAP inh – blocks bovine intestinal alkaline phosphatase activity; purified bovine IAP, CDP-star luminescence, 30 min; inhibition, % at 20 µM; 190,000 tested, under 10 active; AID 1019;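 active means over 50% inhibition of intestinal alkaline phosphatase at 20 µM in the single-dose screen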
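Incubation: 30 min reaction at room temperature / Material: purified bovine intestinal alkaline phosphatase (IAP) enzyme / Input: enzyme at 1/65,000,000 dilution / Dosing: 20 µM single dose / Signal: CDP-star luminescence signal / Reagent: CDP-star chemiluminescent phosphatase substrate, 30 µM final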
TNAP act hiacc – TNAP (human) activation, high acceptor | P05186 | purified TNAP, CDP-star luminescence, 1 M DEA, 30 min; stronger effect = higher value; 0 = EDTA background, 1 = DMSO-only activity | activation factor at 20 µM | 200,000 tested, under 10 active | AID 1136;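 active means activation factor at least 2 at 20 µM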
Target sequence (P05186 whole entry, looked up): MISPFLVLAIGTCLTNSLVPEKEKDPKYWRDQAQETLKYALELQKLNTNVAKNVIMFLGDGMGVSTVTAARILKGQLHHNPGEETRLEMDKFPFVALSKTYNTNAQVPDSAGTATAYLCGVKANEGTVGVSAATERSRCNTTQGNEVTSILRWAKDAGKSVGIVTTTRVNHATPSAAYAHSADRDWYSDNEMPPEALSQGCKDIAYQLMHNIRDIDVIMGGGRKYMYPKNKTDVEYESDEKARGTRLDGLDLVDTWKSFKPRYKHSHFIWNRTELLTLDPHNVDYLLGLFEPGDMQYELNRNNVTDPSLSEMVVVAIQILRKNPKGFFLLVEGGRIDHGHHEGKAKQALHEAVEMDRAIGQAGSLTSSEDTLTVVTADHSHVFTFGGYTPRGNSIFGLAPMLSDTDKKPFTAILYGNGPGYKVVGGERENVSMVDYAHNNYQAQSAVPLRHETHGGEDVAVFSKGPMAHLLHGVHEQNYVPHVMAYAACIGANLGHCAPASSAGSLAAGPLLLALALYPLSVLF
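Dosing: 20 µM single point. System: human TNAP. Amount: TNAP 1/800 final. Incubation: 30 min, room temperature. Read-out: TNAP activation factor scaled between EDTA and DMSO control wells. Signal: luminescence from CDP-star hydrolysis. Medium: 1 M DEA, pH 9.8, Mg2+, Zn2+. Control set: EDTA negative control, DMSO positive control.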
TNAP inh noacc – inhibitors of human TNAP without phosphate acceptor | AID 1012 | inhibition, % at 20 µM | purified TNAP, CDP-star luminescence, 30 min | hit rate 0.26% among 200,000 | P05186;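 active means tissue-nonspecific alkaline phosphatase inhibition above about 50% at 20 µM in the single-dose screen, limit read from the data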;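 further: 0% = DMSO negative control and 100% = EDTA positive control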
TNAP inh hi DEA – blocks human TNAP under high phosphate acceptor concentration | AID 1135 | inhibition, % at 20 µM | purified TNAP, CDP-star luminescence, 1 M DEA | hit rate 0.03% among 200,000;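 active means over 50% inhibition of tissue-nonspecific alkaline phosphatase at 20 µM in the single-dose screen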;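 further: plate controls were DMSO wells for no effect and EDTA-quenched wells as full inhibition for full effect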
PMI act satM6P – increases human PMI activity with near-saturating mannose 6-phosphate; coupled PMI enzyme assay, resazurin fluorescence, 20 min; stronger effect = higher value; 1 = untreated enzyme, 0 = substrate-free blank; activation factor at 20 µM; hit rate 0.34% among 190,000; P34949;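 active means activation factor of 2 or more at 20 µM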
Target sequence (P34949 whole entry, looked up): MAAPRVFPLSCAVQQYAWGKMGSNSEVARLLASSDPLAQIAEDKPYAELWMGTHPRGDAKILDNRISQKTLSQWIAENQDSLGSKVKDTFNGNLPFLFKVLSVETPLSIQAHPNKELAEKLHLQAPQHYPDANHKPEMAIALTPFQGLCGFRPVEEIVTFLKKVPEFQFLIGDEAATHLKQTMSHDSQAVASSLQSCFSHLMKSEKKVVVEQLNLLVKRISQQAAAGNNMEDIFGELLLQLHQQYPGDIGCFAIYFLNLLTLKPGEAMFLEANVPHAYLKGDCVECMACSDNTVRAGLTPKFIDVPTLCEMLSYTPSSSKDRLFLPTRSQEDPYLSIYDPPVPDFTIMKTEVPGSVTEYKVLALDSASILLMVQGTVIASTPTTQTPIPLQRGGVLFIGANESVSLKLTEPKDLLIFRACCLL
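assay system = human phosphomannose isomerase with PGI, G6PDH, diaphorase coupling enzymes | quantity = 15 ng/mL PMI | incubation = enzyme reaction with compound 20 min at room temperature | medium = HEPES pH 7.4 buffer with MgCl2 and Tween-20 | compound dosing = one concentration, 20 µM, in 1% DMSO | measured by = Diaphorase-driven resazurin-to-resorufin fluorescence, excitation 544, emission 590 nm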
PMI activator – activators of human phosphomannose isomerase; P34949; AID 1214; purified human PMI, coupled resazurin fluorescence, 20 min; stronger effect = higher value; 1 = vehicle control, 0 substrate-free wells; hit rate 0.005% among 190,000; activation factor at 20 µM;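 active means activation factor of 2 or more at 20 µM, relative to plate controls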
Diaphorase act – activates diaphorase or chemically reduces, flagging diaphorase assay artifacts; Diaphorase/resazurin coupled assay, resorufin fluorescence, 16 min; stronger effect = higher value; 1 = vehicle wells, 0 = NADH-free wells; activation factor at 20 µM; hit rate 0.005% among 190,000;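 active means diaphorase activity raised at least twofold by the compound at 20 µM; inactive means activation factor below 2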
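Assay system: bacterial diaphorase enzyme (C. kluyveri) / Input: enzyme 0.07 U/mL final / Medium: 50 mM HEPES pH 7.4 with 4.542 mM MgCl2, 0.005% Tween 20 / Doses: single compound dose of 20 µM, 1% DMSO final / Incubation: 16 min enzyme reaction, ambient temperature / Signal: fluorescence, excitation 544 nm and emission 590 nm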
bIAP activator – intestinal alkaline phosphatase (bovine) activation; hit rate 0.17% among 200,000; AID 1016; activation factor at 20 µM; purified bovine IAP, CDP-star luminescence, 30 min; stronger effect = higher value; fold of DMSO-control signal, blank-subtracted;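 active means activation factor of 2 or more at 20 µM, a signal rise over negative controls twice the positive control's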
Diaphorase inh – inhibits diaphorase or chemically oxidizes, flagging diaphorase assay artifacts; hit rate 0.69% among 190,000; inhibition, % at 20 µM; diaphorase resazurin-to-resorufin fluorescence, NADH, 16 min; bacterial (C. kluyveri) enzyme, not human;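 active means primary screen inhibition at 20 µM above a set limit, cut at about 50% in these data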;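 further: plate controls were DMSO with full reaction for no effect and wells lacking NADH for full effect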
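Assay system: diaphorase enzyme from Clostridium kluyveri. Quantity: enzyme working solution with 0.14 U/mL diaphorase. Schedule: reaction incubation of 16 min at room temperature. Technique: resorufin fluorescence, excitation 544 nm, emission 590 nm. Controls: No-NADH positive control and DMSO neutral control.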
* marks the source's active call; other numbers are inactive results.

The first three records as a preview:
Screening Cn1c(SCc2cccc([N+](=O)[O-])c2)nc2c(c1=O)SCC2 returned L major viab 16, bIAP inh 7, TNAP act hiacc 1, TNAP inh noacc -10, TNAP inh hi DEA -3, PMI act satM6P 1, PMI activator 1, Diaphorase act 0.7, bIAP activator 0.9 and Diaphorase inh 28.
For O=c1cc(-c2ccc(O)cc2)oc2ccccc12 the results were L major viab 7, bIAP inh -4, TNAP act hiacc 1, TNAP inh noacc -3, TNAP inh hi DEA 3, PMI act satM6P 1, PMI activator 1, Diaphorase act 1, bIAP activator 1 and Diaphorase inh 4.
For S=C(NCC1CCCO1)n1nnc2ccccc21 (centres undefined) the results were L major viab -1, bIAP inh 7, TNAP act hiacc 1.1, TNAP inh noacc -7, TNAP inh hi DEA -8, PMI act satM6P 1.2, PMI activator 1, Diaphorase act 1.1, bIAP activator 0.9 and Diaphorase inh -8.

Results, previewed entries included:
Screening Cn1c(SCc2cccc([N+](=O)[O-])c2)nc2c(c1=O)SCC2 returned L major viab 16, bIAP inh 7, TNAP act hiacc 1, TNAP inh noacc -10, TNAP inh hi DEA -3, PMI act satM6P 1, PMI activator 1, Diaphorase act 0.7, bIAP activator 0.9 and Diaphorase inh 28.
For O=c1cc(-c2ccc(O)cc2)oc2ccccc12 the results were L major viab 7, bIAP inh -4, TNAP act hiacc 1, TNAP inh noacc -3, TNAP inh hi DEA 3, PMI act satM6P 1, PMI activator 1, Diaphorase act 1, bIAP activator 1 and Diaphorase inh 4.
For S=C(NCC1CCCO1)n1nnc2ccccc21 (centres undefined) the results were L major viab -1, bIAP inh 7, TNAP act hiacc 1.1, TNAP inh noacc -7, TNAP inh hi DEA -8, PMI act satM6P 1.2, PMI activator 1, Diaphorase act 1.1, bIAP activator 0.9 and Diaphorase inh -8.
CCCn1c(SCC(=O)NCc2ccccc2)nnc1-c1ccncc1 was read as L major viab -7, bIAP inh 8, TNAP act hiacc 1, TNAP inh noacc -16, TNAP inh hi DEA 1, PMI act satM6P 1.1, PMI activator 1.1, Diaphorase act 1.1, bIAP activator 0.9 and Diaphorase inh -6.
Screening COc1ccc(-c2nc(CN(C)C(C)c3ccon3)c(C)o2)c(C)c1C (centres undefined) returned L major viab 6, bIAP inh 8, TNAP act hiacc 1.1, TNAP inh noacc -6, TNAP inh hi DEA -5, PMI act satM6P 1, PMI activator 0.9, Diaphorase act 0.9, bIAP activator 0.9 and Diaphorase inh 6.
CN(Cc1ccccc1)c1ccc2nnc(-c3ccccc3)n2n1 was read as L major viab 7, bIAP inh 11, TNAP act hiacc 1, TNAP inh noacc 0, TNAP inh hi DEA 2, PMI act satM6P 1, PMI activator 1, Diaphorase act 0.9, bIAP activator 0.9 and Diaphorase inh 12.
COc1c(F)c(F)c(C(=O)Nc2cccc(Cl)c2N2CCOCC2)c(F)c1F was read as L major viab -2, bIAP inh 1, TNAP act hiacc 1, TNAP inh noacc 6, TNAP inh hi DEA -4, PMI act satM6P 1.1, PMI activator 0.9, Diaphorase act 1, bIAP activator 1 and Diaphorase inh -4.
`Fc1ccc(-c2csc3ncnc(Cl)c23)cc1` gave L major viab 18, bIAP inh -19, TNAP act hiacc 1, TNAP inh noacc 0, TNAP inh hi DEA -4, PMI act satM6P 0.8, PMI activator 0.8, Diaphorase act 0.8, bIAP activator 1.2 and Diaphorase inh 17.
`Cc1[nH]c2ccccc2c1C(=O)CSCC(=O)O` gave L major viab 14, bIAP inh 9, TNAP act hiacc 1, TNAP inh noacc -15, TNAP inh hi DEA -3, PMI act satM6P 1.1, PMI activator 1.3, Diaphorase act 0.9, bIAP activator 0.9 and Diaphorase inh 11.
For CCOC(=O)COc1ccc(S(=O)(=O)N2CCN(C(=O)OCC)CC2)cc1 the results were L major viab -5, bIAP inh 7, TNAP act hiacc 1, TNAP inh noacc -8, TNAP inh hi DEA -2, PMI act satM6P 0.9, PMI activator 0.8, Diaphorase act 0.8, bIAP activator 0.9 and Diaphorase inh 18.
For O=C(Nc1cccc([N+](=O)[O-])c1)c1ccc(-c2ccccc2)cc1 the results were L major viab 19, bIAP inh 14, TNAP act hiacc 1, TNAP inh noacc -13, TNAP inh hi DEA 3, PMI act satM6P 1, PMI activator 1, Diaphorase act 0.9, bIAP activator 0.9 and Diaphorase inh 6.
CCOc1cc(C2c3c(oc4cc(C)c(Cl)cc4c3=O)C(=O)N2Cc2ccco2)ccc1O (centres undefined) was read as L major viab 5, bIAP inh 7, TNAP act hiacc 1.1, TNAP inh noacc -4, TNAP inh hi DEA -5, PMI act satM6P 0.9, PMI activator 0.9, Diaphorase act 0.9, bIAP activator 0.9 and Diaphorase inh 12.
CC(C)(C)C(=O)Nc1ccc(C(=O)N/N=C/c2ccccc2OC(=O)c2ccccc2)cc1 was read as L major viab 50, bIAP inh -20, TNAP act hiacc 1, TNAP inh noacc -20, TNAP inh hi DEA -2, PMI act satM6P 1, PMI activator 1, Diaphorase act 0.8, bIAP activator 1.2 and Diaphorase inh 18.
O=c1[nH]c(N2CCc3ccccc3C2)nc2c1CCC2 was read as L major viab 4, bIAP inh 5, TNAP act hiacc 1, TNAP inh noacc -8, TNAP inh hi DEA 2, PMI act satM6P 0.9, PMI activator 1, Diaphorase act 1, bIAP activator 0.9 and Diaphorase inh 3.
For NC(=O)Cc1nc(-c2ccc(Br)cc2)cs1 the results were L major viab -8, bIAP inh -9, TNAP act hiacc 1.1, TNAP inh noacc -9, TNAP inh hi DEA -7, PMI act satM6P 1, PMI activator 1, Diaphorase act 0.9, bIAP activator 1.1 and Diaphorase inh 12.
`CCOC(=O)Cc1csc(NC(=O)c2cc3c(s2)CCCC3)n1` gave L major viab 91*, bIAP inh 9, TNAP act hiacc 1.1, TNAP inh noacc -15, TNAP inh hi DEA -7, PMI act satM6P 0.9, PMI activator 1, Diaphorase act 0.9, bIAP activator 0.9 and Diaphorase inh 10.
For O=C(CSc1ncccn1)N1CCc2ccccc2C1 the results were L major viab -10, bIAP inh -8, TNAP act hiacc 1, TNAP inh noacc -5, TNAP inh hi DEA -3, PMI act satM6P 1, PMI activator 0.9, Diaphorase act 1, bIAP activator 1.1 and Diaphorase inh -1.
`CCOC(=O)CN(C(=O)CNC(=O)c1ccco1)C(C(=O)NC1CCCCC1)c1cccs1` (centres undefined) gave L major viab -4, bIAP inh -20, TNAP act hiacc 1, TNAP inh noacc -15, TNAP inh hi DEA -3, PMI act satM6P 1, PMI activator 1.1, Diaphorase act 1, bIAP activator 1.2 and Diaphorase inh 1.
Screening O=C(O)COc1ccc(=O)n(-c2ccccc2)n1 returned L major viab -1, bIAP inh 10, TNAP act hiacc 1, TNAP inh noacc -14, TNAP inh hi DEA -5, PMI act satM6P 1.1, PMI activator 1, Diaphorase act 0.9, bIAP activator 0.9 and Diaphorase inh 6.
Brc1ccc(OCCOCCN2CCOCC2)cc1 was read as L major viab 90*, bIAP inh 4, TNAP act hiacc 1.1, TNAP inh noacc -2, TNAP inh hi DEA -5, PMI act satM6P 1.1, PMI activator 1, Diaphorase act 0.9, bIAP activator 1 and Diaphorase inh 7.
Screening COc1cc(NS(=O)(=O)c2cc(C)ccc2OC)c(OC)cc1Cl returned L major viab 99*, bIAP inh 10, TNAP act hiacc 1, TNAP inh noacc 2, TNAP inh hi DEA 1, PMI act satM6P 1, PMI activator 0.9, Diaphorase act 0.9, bIAP activator 0.9 and Diaphorase inh 7.
Screening C=CCSc1nnc(NC(=O)c2ccc(Cl)nc2)s1 returned L major viab 6, bIAP inh 1, TNAP act hiacc 1, TNAP inh noacc -6, TNAP inh hi DEA -2, PMI act satM6P 1.1, PMI activator 1, Diaphorase act 1, bIAP activator 1 and Diaphorase inh -1.
`COCCNc1nc2c(c(=O)n(Cc3ccc(OC)cc3)c(=O)n2C)n1C` gave L major viab -6, bIAP inh -9, TNAP act hiacc 1.1, TNAP inh noacc -1, TNAP inh hi DEA -11, PMI act satM6P 1.1, PMI activator 1.2, Diaphorase act 1.1, bIAP activator 1.1 and Diaphorase inh -14.
For COc1ccc(NC(C)=O)cc1NC(=O)CSc1nc2ncccc2[nH]1 the results were L major viab 0, bIAP inh -47, TNAP act hiacc 1, TNAP inh noacc 10, TNAP inh hi DEA -1, PMI act satM6P 0.9, PMI activator 0.9, Diaphorase act 0.8, bIAP activator 1.5 and Diaphorase inh 22.
`COc1cccc(/C(C)=N/NC(=O)Cc2c(C)[nH][nH]c2=O)c1` gave L major viab -5, bIAP inh -8, TNAP act hiacc 1, TNAP inh noacc -6, TNAP inh hi DEA 2, PMI act satM6P 1, PMI activator 1, Diaphorase act 1, bIAP activator 1.1 and Diaphorase inh -2.

Fetched by compound from the entries so far (3):
Screening COc1cc(NS(=O)(=O)c2cc(C)ccc2OC)c(OC)cc1Cl returned L major viab 99*, bIAP inh 10, TNAP act hiacc 1, TNAP inh noacc 2, TNAP inh hi DEA 1, PMI act satM6P 1, PMI activator 0.9, Diaphorase act 0.9, bIAP activator 0.9 and Diaphorase inh 7.
`COc1cccc(/C(C)=N/NC(=O)Cc2c(C)[nH][nH]c2=O)c1` gave L major viab -5, bIAP inh -8, TNAP act hiacc 1, TNAP inh noacc -6, TNAP inh hi DEA 2, PMI act satM6P 1, PMI activator 1, Diaphorase act 1, bIAP activator 1.1 and Diaphorase inh -2.
`COCCNc1nc2c(c(=O)n(Cc3ccc(OC)cc3)c(=O)n2C)n1C` gave L major viab -6, bIAP inh -9, TNAP act hiacc 1.1, TNAP inh noacc -1, TNAP inh hi DEA -11, PMI act satM6P 1.1, PMI activator 1.2, Diaphorase act 1.1, bIAP activator 1.1 and Diaphorase inh -14.

Compounds as they come. Share with any hit: about 10%.
